Screening results: PubChem, National Center for Advancing Translational Sciences (NCATS)
TRPV1 ag: agonists of human vanilloid receptor 1 (TRPV1); Q8NER1; TRPV1-expressing cells, Fluo-8 calcium influx, agonist mode; hit rate 0.19% among 320,000; AID 540275; activation, % at 8.33 µM; in the data active means activation above about 80%; inconclusive means between about 30% and that limit; further: 0% is about no effect
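Fluo-8 calcium influx in TRPV1-expressing cells, kinetic read (ex 480/em 520 nm). Compound added and read 3 min for agonist activity, followed by capsaicin at EC20 final and 2 min further read for enhancement.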
USP2a inh: blocks human ubiquitin-specific protease USP2a; AID 463254; O75604; Potency, µM (series often up to 38.3 µM), without a hit: at the highest dose activity change, negative = inhibition, actives largely listed as inhibitors; hit rate 0.01% among 330,000; USP2 core, Ub-CHOP2 coupled fluorogenic reporter, 485/531;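 further: potency means the concentration at half of the fitted maximal effect; plate controls were DMSO wells for no effect and full inhibition by NEM control for full effect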
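Deubiquitinase activity read as fluorescence (485/531 nm) after Ub-CHOP2 cleavage activates the enterokinase reporter on its substrate; USP2 core 10nM, Ub-CHOP2 and substrate 25nM each, 30min compound preincubation then 60min RT; data normalized to NEM, curves fitted.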
PKM2 activator: activators of human pyruvate kinase M2. P14618. purified PKM2, Kinase-Glo ATP luminescence, activation; response scale: 0% is enzyme alone, no compound. Potency, µM (titrated, usually from 57.5 µM), inactives show at the highest dose activation, hits mostly activators. hit rate 0.34% among 260,000. AID 1631; further: potency means the concentration at half of the fitted maximal effect; on the % scale 0 is the no-effect control and ±100 the full control effect; nearly all actives have a fitted effect of over 55% in size
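hPK-M2, >95% pure; 0.1 mM ADP / 0.5 mM PEP final; imidazole pH7.2 buffer w/ 7 mM MgCl2, 50 mM KCl; 1 h RT; Kinase-Glo lum. Intermediate enzyme activity for dual inhibitor/activator qHTS.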
Coupling enz: coupling enzyme interference in Giardia aldolase counter-screen; coupling enzyme system counterscreen, AmpLite Red fluorescence; activity change, negative = inhibition, % at 58.2 µM, hits read low; hit rate 0.67% among 290,000; AID 2472; in the data active means activity change below about -30%; further: on the % scale 0 is the no-effect control and ±100 the full control effect
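Fluorescence at 525 nm excitation and 598 nm emission measured inhibition of the coupled detection system without aldolase. Compounds (at 57.5 uM final) were preincubated 10 min at room temperature with coupling enzyme reagent before a 20 min substrate/AmpLite Red step.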
B2AR arrestin: agonists driving beta-arrestin recruitment to human beta2-adrenergic receptor | P07550 | beta-arrestin recruitment to beta2AR, cell-based reporter | Potency, µM (titrated, usually from 46.1 µM), for the others: top-dose activation, hits mostly activators | hit rate 0.02% among 330,000;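 further: potency means the concentration at half of the fitted maximal effect; 0% = DMSO controls and full agonism = EC100 isoproterenol or metaproterenol; nearly all actives have a fitted effect of over 65% in size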
KCNH2 WT inh: blocks the wildtype human KCNH2 potassium channel; activity change, % at 1.84 µM; hit rate 0.37% among 340,000; U2OS, BacMam KCNH2, thallium flux FluxOr; active compounds read low; AID 720551;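 active means maximum activity change below -70%; inconclusive means maximum activity change between -70% and -50%; inactive means maximum activity change above -50%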; further: on the % scale 0 is the no-effect control and ±100 the full control effect
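U2OS cells were transduced with wild-type KCNH2 virus (2.03 x 10^8 / mL) for 4 h at room temperature, then cultured overnight at 37 C. Thallium flux was read with FluxOr dye. Rate constants were normalized to DMSO controls.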
Giardia kill: Giardia lamblia killing; activity change, % at 7.66 µM, hits read low; AID 540267; hit rate 0.15% among 340,000; Giardia lamblia trophozoite viability; in the data active means activity change below about -80%; inconclusive means between about -30% and that limit;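 further: parasites exposed to compound for two days anaerobically before the ATP read; on the % scale 0 is the no-effect control and ±100 the full control effect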
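Luminescence from cellular ATP indicates surviving trophozoites (100 cells/well) following 48 hrs anaerobic compound treatment at 37 deg C; signal develops 15-30 min at room temperature.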
KCNH2 3.1 inh: blocks the human KCNH2 3.1 channel isoform; U2OS KCNH2 3.1, thallium flux FluxOr; active compounds read low; hit rate 0.95% among 340,000; activity change, % (tested at about 1.8 µM); AID 720553;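 active means maximum activity change below -70%; inconclusive means maximum activity change from -70% to -50%; inactive means maximum activity change above -50%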;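 further: thallium influx rate constant from kinetic fluorescence after stimulation buffer; on the % scale 0 is the no-effect control and ±100 the full control effect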
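FluxOr-based Tl+ influx in U2OS cells transduced with KCNH2 3.1 virus; rate constants normalized to DMSO controls.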
Menin-MLL TR inh: menin-MLL binding inhibition, Texas Red mutant peptide; O00255; Menin + Texas Red MLL mutant peptide, fluorescence polarization; Potency, µM (titrated, usually from 61.6 µM), for the others: at the top dose FP activity change, negative = inhibition, hits mostly inhibitors; hit rate 0.23% among 270,000; AID 1768; active means well fitted inhibition curve with a large enough effect in the polarisation, with a control signal flat, not every such curve was filed as active; inconclusive means small, poorly fitted or top-dose-only effect, or effect the other way, or a change in a side signal; inactive means no such curve, though single readings can be large or run the other way; the % refers to the polarisation; further: potency means the concentration at half of the fitted maximal effect; % of control where 0% means no effect; many of its hits are not listed in these tables
MLL CXXC-DNA inh: MLL CXXC-DNA interaction inhibition; Q03164; MLL-CXXC / FITC-HOXA9 DNA fluorescence polarization; Potency, µM (highest dose often 115 µM), for inactives: at the highest dose activity change, negative = inhibition, hits mostly inhibitors; hit rate 0.037% among 290,000; AID 2662; active means well fitted inhibition curve with a large enough effect in the polarisation, with a control signal flat, not every such curve was filed as active; inconclusive means small, poorly fitted or top-dose-only effect, or effect the other way, or a change in a side signal; inactive means no such curve, though single readings can be large or run the other way; the % refers to the polarisation; further: potency means the concentration at half of the fitted maximal effect
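Purified MLL-CXXC (added from a 7 uM solution) was preincubated 5 min at ambient with pinned compounds in 50 mM Tris-HCl pH 7.5, 50 mM NaCl, 1 mM DTT, 0.05% BSA. Fluorescein-labeled HOX-A9 DNA (50 nM solution) followed, 30 min, then polarization read.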
GALK inhibitor: blocks human galactokinase activity; P51570; Potency, µM (series often up to 57.5 µM), for inactives: top-dose activity change, negative = inhibition, usual class: inhibitors; hit rate 0.007% among 270,000; Purified GALK, Kinase-Glo residual ATP luminescence; further: potency means the concentration at half of the fitted maximal effect; on the % scale 0 is the no-effect control and ±100 the full control effect
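Human GALK (5 nM) with 35 uM ATP and 100 uM galactose in 20 mM HEPES pH 8.0, 5 mM MgCl2, 60 mM NaCl, 1 mM DTT, 0.01% BSA. After 1 h at room temperature, leftover ATP was read by Kinase-Glo Plus luminescence.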
An asterisk follows results filed as active; ? = inconclusive; nt = no result given; [ ] = another dose, or the depositor's remark. Unless noted, the call rests on the fitted dose curve; in most records, active means well fitted curve in the direction sought with a large enough effect; inconclusive means small, poorly fitted or top-dose-only effect, or another doubt; inactive means no such curve, though single readings can be large; an effect the other way counts as inactive or inconclusive. The list is partial; rates above refer to the full screens.

SMILES	TRPV1 ag	USP2a inh	PKM2 activator	Coupling enz	B2AR arrestin	KCNH2 WT inh	Giardia kill	KCNH2 3.1 inh	Menin-MLL TR inh	MLL CXXC-DNA inh	GALK inhibitor
O=C(NC(=S)N1CCN(Cc2ccc3c(c2)OCO3)CC1)c1ccc(Cl)cc1	6	-1%	2%	2	-0.2%	-10	-6	1	-2%	0%	2%
Cn1nc(-c2ccc(OCC(=O)Nc3ccccc3)cc2)c2ccccc2c1=O	2	3%	5%	0	-0.6%	-4	4	-31	8%	5%	1%
CCC(c1nnnn1C1CCCC1)N(Cc1cccs1)Cc1cc2cc(C)ccc2[nH]c1=O (stereo not given)	23	0%	3%	2	0.0%	3	-11	-21	1%	5%	-3%
Cc1cc(NC(=O)CN2C(=O)NC(C)(c3ccc(OC(F)F)cc3)C2=O)no1 (stereo not given)	10	-1%	-7%	-1	0.3%	-2	7	nt	1%	-15%	0%
COc1ccccc1C1CCN(C(=S)Nc2ccc(Br)cc2)CC1	nt	0%	-6%	4	0.1%	1	-3	-12	nt	-11%	0%
O[C@@H]1C2CCCC1[C@]1(O)CCCCC1C2 (stereo not given in full)	2	3%	1%	3	-0.5%	5	-1	3	0%	-2%	0%
Cc1ccccc1N=Nc1c(O)n(C)c2ccccc12	6	1%	-3%	-6	0.3%	-8	-10	-4	-6%	?	0%
CCN(CC)C(=O)c1cccc(NC(=O)C2=COCCO2)c1	-1	-1%	nt	nt	3.5%	5	-6	-1	nt	nt	nt
COCCOCC(=O)Nc1ccc(S(=O)(=O)Nc2cc(C)nc(C)n2)cc1	-3	-1%	1%	0	-0.3%	-108*	-7	12	-6%	4%	-4%
O=C(C1CCN(c2nnc(-n3cccc3)s2)CC1)N1CCc2ccccc2C1	3	-6%	16%	-13	-0.4%	37	-25	-13	-17%	-8%	1%
O=C(C1CC1)N1CCc2cc(S(=O)(=O)N3CCCc4ccccc43)ccc21	2	2%	13%	-4	-0.2%	-4	4	-20	2%	4%	-4%
Cc1nnn(C23CC4CC(CC(CC(=O)Nc5ccc(C)c(C)c5)(C4)C2)C3)n1	25	4%	-1%	-2	-0.3%	1	7	-11	-15%	5%	-1%
CCOc1ccc(NC(=O)CS(=O)(=O)c2cn(CC)c3ccccc23)cc1	-2	0%	4%	-1	-0.2%	12	11	11	12%	15%	-1%
O=C1CCc2ccccc2O1	nt	0%	nt	nt	0.5%	-6	7	10	nt	nt	nt
Cc1ccc(-c2n[nH]c(=S)c3ccccc23)cc1S(=O)(=O)NCC1CCCO1 (stereo not given)	10	3%	nt	0	0.4%	-4	-5	-12	8%	8%	-3%
O=C(Nc1c(C(=O)N2CCOCC2)oc2ccccc12)c1ccccc1Cl	?	-1%	nt	nt	0.3%	-10	14	15	nt	3%	1%
Cc1cccc(NC(=O)c2c(O)c3cccc4c3n(c2=O)CCC4)n1	-2	0%	-4%	3	-0.3%	nt	nt	nt	2%	-7%	3%
S=C1Cc2ccccc2N1	11	2%	8%	0	-0.9%	20	3	-9	nt	13%	?
Clc1ccc(C2CC(c3cccs3)n3ncnc3N2)c(Cl)c1 (stereo not given)	2	-1%	-23%	2	3.4%	-4	-3	7	?	-3%	1%
CC(Oc1cccc(Cl)c1)C(=O)Nc1cc(S(=O)(=O)N2CCOCC2)ccc1N1CCCC1 (stereo not given)	1	-1%	nt	nt	-0.6%	7	-16	-9	nt	nt	nt
COc1ccc(-n2c(SCC(=O)N3CCCCC3C)nnc2-c2cccnc2)cc1 (stereo not given)	1	1%	-21%	-10	-0.1%	-14	17	-26	-14%	3%	1%
COc1cc(/C=C/c2ccc3cccc(O)c3n2)c(Br)cc1O	3	2%	nt	-4	8.2%	nt	nt	nt	?	?	nt
Cn1c(Cn2c(=O)sc3ccccc32)nnc1SCC(=O)Nc1ccc(Cl)cc1	-1	4%	1%	3	-1.3%	4	-3	14	1%	8%	-5%
COC(=O)CN1C(CN2CCOCC2)=Nc2ccc(Br)cc2C1c1ccccc1 (stereo not given)	nt	0%	0%	2	0.1%	-8	-5	?	nt	-9%	0%
CCc1cc2c(=O)c(-c3ccc4c(c3)OCO4)coc2c(CN(C)C)c1O	2	-2%	nt	1	2.6%	-2	7	-2	31%[activator]	4%	-2%

Remaining list, next part:
SMILES	TRPV1 ag	USP2a inh	PKM2 activator	Coupling enz	B2AR arrestin	KCNH2 WT inh	Giardia kill	KCNH2 3.1 inh	Menin-MLL TR inh	MLL CXXC-DNA inh	GALK inhibitor
CCNc1nc(NCC)n2c(SCC(=O)Nc3cc(Cl)ccc3OC)nnc2n1	0	3%	nt	nt	0.0%	4	8	-5	nt	nt	nt
C=CCN1CCN(c2ccncc2S(=O)(=O)N2CCCCC2)CC1	3	0%	1%	2	-0.6%	6	-6	9	-10%	7%	0%
Cc1oc2cc(O)cc(C)c2c(=O)c1-c1cnn(-c2ccccc2)c1	-3	-15%	-3%	3	0.6%	13	11	9	-13%	3%	-3%
Cc1nn(C)c(C(=O)NNC(=S)NC2CCCCC2)c1Cl	8	3%	1%	3	-0.4%	0	6	5	3%	-5%	nt
CCCCN(C(=O)C1CCCC1)c1c(N)n(Cc2ccccc2)c(=O)[nH]c1=O	nt	2%	nt	nt	4.4%	3	-20	9	nt	nt	nt
CCc1ccc(N2CC(C(=O)OCC(=O)Nc3ccc([N+](=O)[O-])cc3)CC2=O)cc1 (stereo not given)	3	0%	nt	nt	0.2%	17	12	-6	nt	nt	nt
O=C(O)COc1ccc(S(=O)(=O)c2ccc(OCC(=O)O)cc2)cc1	0	0%	3%	14	-0.7%	-1	-17	-16	-28%	8%	-2%
CC(=O)NC1C(Oc2ccc(C)cc2)OC2COC(c3ccco3)OC2C1O (stereo not given)	-1	4%	-1%	0	0.2%	-1	-26	10	-8%	9%	-1%
CCOc1ccc(S(=O)(=O)NCc2ccc(C)cc2)c2cccnc12	1	-2%	-21%	-3	-0.1%	-4	12	15	-2%	-4%	nt
Cc1cc(NC(=O)CSc2nnc(CNC(=O)c3ccc(F)cc3)o2)no1	3	2%	-4%	nt	-1.0%	-7	28	nt	nt	20%	0%
O=C(COc1ccc(N2CC(C(=O)O)CC2=O)cc1)Nc1cccc(C(F)(F)F)c1 (stereo not given)	2	2%	-7%	-3	0.5%	-2	5	4	15%	8%	-2%
Cc1c(OCC(=O)N2CCC(C(=O)NCCCC(=O)O)CC2)ccc2c1oc(=O)c1ccccc12	-3	2%	nt	-1	0.0%	-5	-8	5	5%	6%	-1%
COc1ccc(CCN2C(=O)CC(N3CCN(C/C=C/c4ccccc4)CC3)C2=O)cc1OC (stereo not given)	6	-1%	11%	5	-0.9%	18	6	3	nt	7%	1%
CC1CCC(NC(=O)CCNC(=O)c2ccc(Br)cc2)CC1 (stereo not given)	26	2%	nt	nt	0.3%	3	-3	11	nt	nt	nt
CCC(=O)NC(c1ccc(Cl)cc1Cl)c1ccc2cccnc2c1O (stereo not given)	4	1%	-5%	-2	0.1%	-4	18	-2	-4%	-7%	-4%
C=CCNC(=O)c1onc(CSc2ccccn2)c1C(=O)NCC=C	13	9%	-2%	-1	-0.5%	-11	-12	-10	nt	-6%	4%
COc1c(F)c(F)c(C(=O)O)c(Nc2cccc(C)c2)c1F	0	-1%	1%	8	0.0%	-3	1	5	?	1%	-1%
CC1(C)CC(=O)c2cnc3c(C#N)cnn3c2C1	3	4%	-5%	2	0.0%	4	14	-5	-13%	-8%	-1%
COC(=O)c1ccc(N=Cc2c(-c3ccccc3)[nH][nH]c2=O)cc1	1	10%	-3%	1	-0.2%	8	-16	-6	-14%	-6%	0%
COc1ccc(Nc2nc(C)nc3c2oc2ccccc23)c(OC)c1	?	6%	nt	0	0.2%	20	23	8	-1%	7%	-9%
O=C(OCC(=O)N1CCOCC1)c1ccc(Cl)c(S(=O)(=O)N2CCc3ccccc32)c1	nt	-2%	nt	nt	-2.1%	5	9	?	nt	nt	nt
CCc1sc(C(C2C(=O)CC(C)(C)CC2=O)C2C(=O)CC(C)(C)CC2=O)cc1[N+](=O)[O-]	0	2%	22µM*	11	0.0%	-2	-2	6	5%	?	2%
Cc1ccc(NC(=O)COC(=O)c2cc(Cl)ccc2Cl)c(Br)c1	2	0%	-4%	-1	-2.0%	-15	7	nt	9%	10%	1%
O=C(N/N=C/c1ccc(-c2cccc([N+](=O)[O-])c2)o1)[C@H]1C[C@@H]1c1ccccc1	1	0%	4%	0	-0.1%	-9	-14	-28	30%	0%	5%
Cc1oc(S(=O)(=O)N2CCCCC2)cc1NC(=O)Nc1ccccc1	?	2%	2%	-1	-0.5%	4	4	-3	nt	0%	0%
CC1(C(=O)Nc2nnc(C(C)(C)C)s2)Cc2ccccc2C(=O)O1 (stereo not given)	0	0%	-10%	1	5.7%	-2	13	-7	?	-1%	0%
CC1CC(C)(C)Nc2ccc(OC(=O)c3ccco3)cc21 (stereo not given)	11	1%	9%	nt	-0.8%	7	-7	-21	?	6%	-1%
